PGK inhibitor: blocks T. brucei phosphoglycerate kinase | P07378 | PGK/GAPDH coupled, Kinase-Glo luminescence, 60 min | Potency, µM (series often up to 57.5 µM), for the others: at the top dose activity change, negative = inhibition, most hits filed as inhibitors | 380,000 tested, 0.043% active | AID 602233; also: % is scaled to controls: 0 for no effect and ±100 for the full control effect; nearly all actives have a fitted effect of over 60% in size
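Luminescent ATP detection (Kinase-Glo Plus) follows a 60-minute room-temperature incubation, with wells lacking PGK as controls. Buffer: 100 mM TEA (pH 7.6), 5 mM MgCl2, 0.01% Tween-20. Coupling enzyme GAPDH (100 nM final) supplies unstable 1,3-BPG in-well.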
GLS inh: inhibitors of human glutaminase (GLS); O94925; GLS enzymatic activity, qHTS titration; Potency, µM (series often up to 45.5 µM), for inactives: at the top dose activity change, negative = inhibition, actives largely listed as inhibitors; 410,000 tested, 0.21% active; AID 624170; also: % is scaled to controls: 0 for no effect and ±100 for the full control effect
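Read-out is an Amplex red fluorescence increase coupled through glutamate oxidase and HRP, measured before and after 30 min room-temperature incubation. hKGA is in 45 mM KH2PO4 (pH 8.2) with 0.02% Tween-20; glutamine added as 1mM solution.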
12-LOX inh: blocks human arachidonate 12S-lipoxygenase; P18054; purified 12hLO, xylenol orange hydroperoxide absorbance; Potency, µM (doses to about 108 µM), for inactives: top-dose activity change, negative = inhibition, most hits filed as inhibitors; 580,000 tested, 1.1% active; AID 1671190; also: % is scaled to controls: 0 for no effect and ±100 for the full control effect
Target sequence (P18054 whole entry, looked up): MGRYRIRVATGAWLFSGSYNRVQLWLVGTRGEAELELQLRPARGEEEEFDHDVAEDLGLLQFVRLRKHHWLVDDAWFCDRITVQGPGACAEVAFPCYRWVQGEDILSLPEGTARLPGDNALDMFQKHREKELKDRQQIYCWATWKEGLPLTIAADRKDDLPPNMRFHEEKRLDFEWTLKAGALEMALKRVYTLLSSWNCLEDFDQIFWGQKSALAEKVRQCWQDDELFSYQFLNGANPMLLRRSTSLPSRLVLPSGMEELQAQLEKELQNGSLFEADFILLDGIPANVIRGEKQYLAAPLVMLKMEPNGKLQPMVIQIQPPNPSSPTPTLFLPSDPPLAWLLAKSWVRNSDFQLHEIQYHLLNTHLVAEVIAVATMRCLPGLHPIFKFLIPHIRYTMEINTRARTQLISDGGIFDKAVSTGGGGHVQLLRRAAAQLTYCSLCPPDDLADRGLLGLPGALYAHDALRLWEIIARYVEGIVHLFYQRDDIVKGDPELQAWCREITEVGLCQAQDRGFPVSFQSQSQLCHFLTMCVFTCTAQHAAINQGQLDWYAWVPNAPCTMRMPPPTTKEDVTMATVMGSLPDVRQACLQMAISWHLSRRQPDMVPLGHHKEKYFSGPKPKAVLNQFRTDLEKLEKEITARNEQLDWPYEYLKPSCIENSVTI
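Hydroperoxide product was detected by ferrous iron/xylenol orange as the 573 to 405 nm absorbance ratio. Arachidonic acid at 40 uM (final) was turned over for 30 min at room temperature by 150 nM human 12hLO, pH 7.0 Hepes buffer, after 15 min compound preincubation.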
ERG Ets-DNA blk: blocks human ERG Ets domain binding to DNA; P11308; fluorescence polarization, His-ERG Ets domain / labelled DNA; Potency, µM (top dose mostly 76.9 µM), without a hit: top-dose FP activity, negative = inhibition, hits mostly inhibitors; 370,000 tested, 0.028% active; AID 624246; active = well fitted inhibition curve with a large enough effect in the polarisation, with a control signal flat; inconclusive = small, poorly fitted or top-dose-only effect, or effect the other way, or a change in a side signal; inactive = no such curve, though single readings can be large or run the other way; the % refers to the polarisation;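 also: polarization taken with two DNA probes labelled with fluorescein and Texas red; % of control where 0% means no effect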
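His-tagged ERG Ets domain (1 uM in the protein solution; 300mM KCl, 50mM Tris-HCl, 1mM EDTA, 1mM DTT, pH 7.5) received compound, then a probe mix of 5 nM fluorescein-DNA and 100nM Texas-615-DNA. Fluorescence polarization was read for both dyes.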
rTrxR1 inhibitor: rat TrxR1 inhibition | O89049 | Potency, µM (titrated, usually from 114 µM), for inactives: top-dose activity change, negative = inhibition, actives largely listed as inhibitors | AID 588453 | recombinant rTrxR1, NADPH fluorescence consumption, selenite substrate | 390,000 tested, 1% active; also: % is scaled to controls: 0 for no effect and ±100 for the full control effect; nearly all actives have a fitted effect of over 65% in size
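Rat TrxR1 (90 nM in the dispensed reagent) was pre-reduced with 400 uM NADPH for 5 min at room temperature, then incubated with compound for 15 min. After 400 uM selenite was added, NADPH fluorescence (Ex 340/Em 450 nm) was followed for 8 min.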
HP1b chromo inh: blocks HP1-beta chromodomain binding to methylated histone tails | P83916 | AID 540317 | Potency, µM (top dose mostly 114 µM), for the others: top-dose activity change, negative = inhibition, usual class: inhibitors | 390,000 tested, 0.56% active | AlphaScreen HP1-beta / biotin-H3K9me3 peptide binding; also: nearly all actives have a fitted effect of over 70% in size; inactives centre near 23
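AlphaScreen: HP1-beta (50 nM) preformed 30 min with biotin-H3(1-18)K9me3 peptide (50 nM) in PBS pH 7.4, 0.01% Tween-20. Compound added for 30 min at RT, then streptavidin donor/nickel chelate acceptor beads (10 ug/mL) for 30 min.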
RGS4 inhibitor: blocks human RGS4-accelerated GTP hydrolysis; P49798; Transcreener GDP fluorescence polarization, RGS4-accelerated GTP hydrolysis; Potency, µM (highest dose often 114 µM), inactives show at the top dose activity change, negative = inhibition, most hits filed as inhibitors; 390,000 tested, 0.039% active; also: % is scaled to controls: 0 for no effect and ±100 for the full control effect; nearly all actives have a fitted effect of over 75% in size; some results filed as inactive show a strong effect at the top dose
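MLSMR compounds (23 nl, pin-transferred) preincubated 10 min at room temperature with a 500nM (2x) first reagent, then RGS4 at 900nM (2x) plus Transcreener GDP mix added; fluorescence polarization (620/688 nm) read before and after 90 min at 30 °C.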
Pin1 inhibitor: inhibitors of human Pin1 | Q13526 | Pin1 FP peptide displacement, HiFluor488, 10 min | Potency, µM (series often up to 115 µM), inactives show at the highest dose activity, negative = inhibition, most hits filed as inhibitors | 390,000 tested, 0.009% active; active = well fitted inhibition curve with a large enough effect in the polarisation, with a control signal flat, not every such curve was filed as active; inconclusive = small, poorly fitted or top-dose-only effect, or effect the other way, or a change in a side signal; inactive = no such curve, though single readings can be large or run the other way; the % refers to the polarisation; also: % is scaled to controls: 0 for no effect and ±100 for the full control effect
JMJD2A Tudor inh: JMJD2A Tudor domain (human) inhibition. O75164. Potency, µM (top dose mostly 114 µM), for the others: at the highest dose activity change, negative = inhibition, hits mostly inhibitors. AID 504339. 390,000 tested, 4.4% active. AlphaScreen JMJD2A-Tudor / H3K4me3 peptide binding; also: % is scaled to controls: 0 for no effect and ±100 for the full control effect; nearly all actives have a fitted effect of over 50% in size
Numbers without * were called inactive; i = inactive; ? = inconclusive; nt = no result given; [ ] = dose if it differs, or a comment. Unless noted, calls follow the shape of the dose curve; as a rule, active = well fitted curve in the direction sought with a large enough effect; inconclusive = small, poorly fitted or top-dose-only effect, or another doubt; inactive = no such curve, though single readings can be large; an effect the other way counts as inactive or inconclusive. Potency is read from the fitted curve at half-maximal effect.

PGK inhibitor,GLS inh,12-LOX inh,ERG Ets-DNA blk,rTrxR1 inhibitor,HP1b chromo inh,RGS4 inhibitor,Pin1 inhibitor,JMJD2A Tudor inh,structure
-6%,-1%,-7%,12%,8%,11%,-3%,32%[activator],?,O=C(COC(=O)/C(=C/c1cccs1)c1cccs1)NCc1ccccc1Cl
-2%,-2%,-23%,-15%,7%,48%[activator],-4%[11.4 µM],0%,-5%,Cc1cccc(NC(=O)CCc2c(C)nn(-c3ccc(N4CCOCC4)nn3)c2C)c1
-6%,-23%,0%,18%,14%[57.1 µM],22%,?,27%,?,COc1cc(/C=C2\SC(N)=NC2=O)cc(OC)c1
-10%,4%,23%,2%,-12%,51%[activator],-32%,3%,40µM*,COCc1ccc(O)c2ncccc12
-2%,nt,-18%,-6%,-16%,28%,27%,-2%,19%,C/C=C/C(=O)OCC(=O)Nc1c(Cl)cccc1Cl
6%,9%,1%,1%,18%,68%[activator],-11%,0%,29%,COc1ccc(Br)cc1/C=C/C(=O)NC(=S)Nc1ccc(CN2CCOCC2)cc1
i,-5%,-15%,-1%,19%[57.1 µM],28%[57 µM],-21%,10%,-1%,Cc1cccc(Cn2c(CNS(=O)(=O)c3ccc4c(c3)CCCC4)nc3cccnc32)c1
-11%,0%,-9%,-4%,34%,29%,-10%,4%,7%,CCOc1ccc(-c2cc(C(=O)Nc3ccc(NC(C)=O)cc3)no2)cc1
-3%,10%,-15%,-6%,43%,45%,-42%,-2%,?,O=C(CSC1=NCCS1)NC(c1ccccc1)c1ccccc1
-5%,-10%,?,0%,8%[57.1 µM],22%[57 µM],6%,-1%,-16%,O=S(=O)(NCCc1csc(-c2cccc(F)c2)n1)c1cc(F)ccc1F
-9%,-8%,-22%,11%,21%[57.1 µM],28%,-13%,32%[activator],-24%,CCC1=C(OC(=O)N(CC)CC)N2C(=O)OC(=NCC3CC3)[C@]2(Cc2ccccc2)[C@H]2C1=CC[C@H]1C(=O)N(c3ccccc3)C(=O)[C@H]12
-6%,-1%,21%,7%,6%,17%,2%,-6%,-7%,COc1ccc(S(=O)(=O)N2CCOC2CNC(=O)C(=O)NCc2cccnc2)cc1OC (stereo unspecified)
-2%,-1%,i,-10%,-6%,35%,3%,7%,-19%,Cc1cc(NC(=O)CSc2nnnn2-c2ccccc2C)no1
-9%,-1%,0%,-3%,15%[57.1 µM],8%,5%,-1%,-11%,CC(CCc1ccccc1)NC(=O)CSc1nc(N)cc(N)n1 (stereo unspecified)
5%,15%,?,2%,-63%,9%,-24%,5%,-16%,CCn1c(SCC(=O)c2ccc(Cl)s2)nnc1-c1cccs1

Some of the entries so far, with two lines to a compound.
Each structure is followed by: PGK inhibitor	GLS inh	12-LOX inh	ERG Ets-DNA blk	rTrxR1 inhibitor	HP1b chromo inh	RGS4 inhibitor	Pin1 inhibitor	JMJD2A Tudor inh
COc1ccc(S(=O)(=O)N2CCOC2CNC(=O)C(=O)NCc2cccnc2)cc1OC (stereo unspecified)
→ -6%	-1%	21%	7%	6%	17%	2%	-6%	-7%
Cc1cc(NC(=O)CSc2nnnn2-c2ccccc2C)no1
→ -2%	-1%	i	-10%	-6%	35%	3%	7%	-19%
CC(CCc1ccccc1)NC(=O)CSc1nc(N)cc(N)n1 (stereo unspecified)
→ -9%	-1%	0%	-3%	15%[57.1 µM]	8%	5%	-1%	-11%

Single entries from above:
For HP1b chromo inh, CC(CCc1ccccc1)NC(=O)CSc1nc(N)cc(N)n1 (stereo unspecified) shows 8%
For GLS inh, O=S(=O)(NCCc1csc(-c2cccc(F)c2)n1)c1cc(F)ccc1F shows -10%
For JMJD2A Tudor inh, C/C=C/C(=O)OCC(=O)Nc1c(Cl)cccc1Cl shows 19%
For ERG Ets-DNA blk, COc1cc(/C=C2\SC(N)=NC2=O)cc(OC)c1 shows 18%
For 12-LOX inh, CCOc1ccc(-c2cc(C(=O)Nc3ccc(NC(C)=O)cc3)no2)cc1 shows -9%

Rewritten field by field: entries from further up.
COc1ccc(Br)cc1/C=C/C(=O)NC(=S)Nc1ccc(CN2CCOCC2)cc1
- PGK inhibitor = 6%
- GLS inh = 9%
- 12-LOX inh = 1%
- ERG Ets-DNA blk = 1%
- rTrxR1 inhibitor = 18%
- HP1b chromo inh = 68%[activator]
- RGS4 inhibitor = -11%
- Pin1 inhibitor = 0%
- JMJD2A Tudor inh = 29%

Cc1cccc(Cn2c(CNS(=O)(=O)c3ccc4c(c3)CCCC4)nc3cccnc32)c1
- PGK inhibitor = i
- GLS inh = -5%
- 12-LOX inh = -15%
- ERG Ets-DNA blk = -1%
- rTrxR1 inhibitor = 19%[57.1 µM]
- HP1b chromo inh = 28%[57 µM]
- RGS4 inhibitor = -21%
- Pin1 inhibitor = 10%
- JMJD2A Tudor inh = -1%

Only part of the results is shown; the hit share may differ from the screen's.
